Bioassay records from PubChem.
UTI89 phage lysis: protection from phage-mediated lysis, alamar blue read-out – E. coli UTI89, K1F phage, bacterial capsule biogenesis inhibitors (AID 488966); actives 0.02% (n = 340,000); E. coli UTI89 K1F phage lysis, alamar blue, 2 h; higher % means a stronger effect; one-dose inhibition, % at 100 µM; IC50 in µM for titrated hits;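 active means phage lysis inhibition, versus mean bacterial control, above a set limit; inconclusive means no clear call, values can overlap the other calls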;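 further: capsule biogenesis inhibitors block K1F phage lysis so surviving cells raise fluorescence; higher fluorescence means more inhibition of phage lysis; actives were called in the ten point dose series up to 300 µM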
XIAP antagonists: small molecules displacing peptide from XIAP – biochemical, IAP family, fluorescence polarization (AID 1018); displacement, % at 20 µM; hits with a dose series show IC50 in µM; actives 0.007% (n = 200,000); XIAP BIR domain, fluorescence polarization peptide displacement; higher % means a stronger effect; in the data active means displacement above about 50%; further: a part of the inactive calls stands beside numbers as strong as those of hits
West Nile virus CPE: inhibition of WNV-induced cytopathic effect – cell-based, CPE readout (AID 1621); West Nile virus-infected cells, CPE inhibition; higher % means a stronger effect; CPE inhibition, % at 10 µM, or IC50 in µM where a hit was titrated; actives 0.02% (n = 290,000); in the data active means a potency from the dose series; inconclusive means CPE inhibition mostly from about 3.7% at the one dose, without a potency; inactive means the rest, 99 in 100 with CPE inhibition below about 2.2%; further: strong numbers were not always called active
Yfh1-depleted yeast: enhancers of respiration in Yfh1-depleted yeast, dose response, Friedreich's ataxia, plus single-dose screen (AID 1465) | one-dose fold induction at 50 µM; EC50 in µM for titrated hits | actives 0.074% (n = 220,000) | S. cerevisiae Yfh1-off respiration, WST-1 reduction, 72 h; higher fold induction means a stronger effect;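 active means fold induction of absorbance versus untreated yeast above a set limit, then at least 30% activation at any dose in follow-up; inconclusive means repeats straddling the limit, or above it without dose testing; inactive means fold induction below the set limit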;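 further: activators that raise dye reduction in frataxin-depleted yeast; strong numbers were not always called active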
Dengue-2 NS5 capping: Dengue-2 NS5 methyltransferase inhibitors, primary screen, biochemical, confirmation dose response (AID 588689); Dengue-2 NS5 methyltransferase capping enzyme assay, biochemical; higher % means a stronger effect; one-dose inhibition, % at 25 µM; IC50 in µM for titrated hits; actives 0.3% (n = 340,000); in the data active means a potency from the dose series; inconclusive means inhibition above about 29% without an active follow-up result
WT yeast gro inh: growth inhibition of WT yeast, mitochondrial fusion screen | mitochondrial fusion phenotypic screen, WT strain | inhibition, % at 10 µM | actives 2.1% (n = 190,000) | AID 1362; in the data active means inhibition above about 58%; tested in S. cerevisiae
RSV CPE inhibition: inhibition of RSV-induced cytopathic effect – HEp-2 cells, primary 10 µM value included (AID 2391); CPE inhibition, % at 10 µM, or IC50 in µM where a hit was titrated; HEp-2 cells, RSV-induced CPE inhibition; higher % means a stronger effect; actives 0.13% (n = 310,000); in the data active means a potency from the dose series; inconclusive means CPE inhibition mostly from about 23% at the one dose, without a potency; inactive means the rest, 99 in 100 with CPE inhibition below about 21%; further: strong numbers were not always called active
SV40 large T antigen: SV40 large T antigen inhibitors, biochemical (AID 1903) | one-dose inhibition, % at 20 µM; IC50 in µM for titrated hits | actives 0.39% (n = 310,000) | SV40 large T antigen ATPase/helicase inhibition assay; higher % means a stronger effect; in the data active means a potency from the dose series; inconclusive means inhibition mostly from about 32% at the one dose, without a potency; inactive means the rest, 99 in 100 with inhibition below about 32%; further: strong numbers were not always called active
CSM14.1 death rescue: protection against thapsigargin-triggered cell killing – 384-well, CSM14.1, ATP luminescence, primary screen (AID 1222); CSM14.1 thapsigargin-induced death rescue, ATP luminescence; higher % means a stronger effect; cellular ATP content (survival), % at 20 µM; hits with a dose series show EC50 in µM; 190,000 tested, under 10 active;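 active means EC50 below 50 µM in the dose-response confirmation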;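 further: death triggered by thapsigargin at about 15 µM added after 2 h compound pretreatment; cell ATP read after overnight thapsigargin exposure of roughly 18 to 22 hours; normalized against plate controls of thapsigargin alone and 5% DMSO vehicle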
WT yeast gro inh mutant strain: second read-out of WT yeast gro inh, no call of its own (marks repeat the call); inhibition, %; mitochondrial fusion phenotypic screen, mutant strain inhibition
Dengue-2 NS5 capping pilot replicate: second read-out of Dengue-2 NS5 capping, no call of its own (marks repeat the call); inhibition, %; measured here: pilot screen replicate inhibition
Active calls of the source: *; i = inactive; ? = inconclusive; . = not tested or not shown; [ ] = dose if it differs, or a comment.

SMILES	UTI89 phage lysis	XIAP antagonists	West Nile virus CPE	Yfh1-depleted yeast	Dengue-2 NS5 capping	WT yeast gro inh	WT yeast gro inh mutant strain	RSV CPE inhibition	SV40 large T antigen	CSM14.1 death rescue	others
COc1cc(N)c(Cc2nccc3cc(OC)c(OC)cc23)cc1OC	-0.8%	-2.7%	-1.2%	i	7%	-5	-6	18%	16%	0.0%
C=CCn1nc2ccccc2c1OCCO	0.6%	.	.	.	-10%	.	.	0.3%	2%	.
O=C(CN1C2CCC1CC(NC(=O)NC1CCCCC1)C2)NC1CC1 (stereo not drawn)	-0.2%	-6.3%	-0.3%	i	-4%	.	.	0.9%	14%	-0.3%
OCC[C@H]1C[C@@H](O)[C@H](O)[C@]2(CCc3ccccc3O2)O1	0.2%	.	.	.	-5%	.	.	0.5%	-4%	.
O=C(CSc1nnc(-c2cnccn2)n1Cc1ccco1)c1ccc(Cl)cc1	-0.3%	-4.0%	-0.7%	i	-8%	-1	15	0.0%	9%	.
O=C(CNC(=O)c1cccc(Br)c1)N/N=C/c1ccc2c(c1)OCO2	2.7%	.	0.1%	.	-4%	.	.	-0.9%	4%	.
Cc1nc2ccc(Br)cn2c1C(=O)N/N=C\c1ccc(C(C)C)cc1	0.9%	.	3.4%	.	-1%	.	.	-1.8%	10%	.
Cc1ccc(OCC(=O)N/N=C\c2cn(C)c3ccccc23)c([N+](=O)[O-])c1	-0.3%	-5.1%	-0.2%	i	-2%	1	-2	3.0%	-1%	-1.4%
COCC(=O)N1CCN(c2ccc([N+](=O)[O-])cc2)CC1	0.2%	-2.6%	0.7%	i	-5%	1	-10	-0.2%	0%	2.8%
CN(C)S(=O)(=O)Oc1cccc(C(=O)Nc2ccc(Cl)cc2)c1	0.0%	-5.8%	-0.9%	i	-5%	3	-13	3.5%	-1%	3.0%
CCN(CC)c1ccc(NC(=O)COc2ccc(C#N)cc2)cc1S(=O)(=O)Nc1ccc(OC)cc1	1.2%[50 µM]	-4.5%	-1.1%	i	-9%	-17	-17	2.1%	15%	-0.4%
Cc1ccc2c(c1)-c1c(cnn1CC(=O)N(Cc1ccco1)C1CCCCC1)CO2	-0.1%	-2.5%	-0.4%	i	-6%	38	16	2.8%	5%	-1.4%
O=C(c1cc2c(s1)CCCC2)N1CCN(S(=O)(=O)c2ccccc2C(F)(F)F)CC1	2.1%[50 µM]	-14%	-1.9%	i	3%	46	11	?	-10%	-1.1%
COc1ccc(S(=O)(=O)c2cnc3ccccc3n2)cc1	0.0%	-6.1%	.	.	-7%	-11	4	1.8%	12%	-1.3%
CCS(=O)(=O)N1Cc2ccccc2CC1C(=O)Nc1cccc(S(=O)(=O)N(C)C)c1 (stereo not drawn)	0.1%	.	-0.2%	.	1%	.	.	1.7%	6%	.

Five successive entries out of the list so far:
SMILES	UTI89 phage lysis	XIAP antagonists	West Nile virus CPE	Yfh1-depleted yeast	Dengue-2 NS5 capping	WT yeast gro inh	WT yeast gro inh mutant strain	RSV CPE inhibition	SV40 large T antigen	CSM14.1 death rescue	others
COc1cc(N)c(Cc2nccc3cc(OC)c(OC)cc23)cc1OC	-0.8%	-2.7%	-1.2%	i	7%	-5	-6	18%	16%	0.0%
C=CCn1nc2ccccc2c1OCCO	0.6%	.	.	.	-10%	.	.	0.3%	2%	.
O=C(CN1C2CCC1CC(NC(=O)NC1CCCCC1)C2)NC1CC1 (stereo not drawn)	-0.2%	-6.3%	-0.3%	i	-4%	.	.	0.9%	14%	-0.3%
OCC[C@H]1C[C@@H](O)[C@H](O)[C@]2(CCc3ccccc3O2)O1	0.2%	.	.	.	-5%	.	.	0.5%	-4%	.
O=C(CSc1nnc(-c2cnccn2)n1Cc1ccco1)c1ccc(Cl)cc1	-0.3%	-4.0%	-0.7%	i	-8%	-1	15	0.0%	9%	.

(cont.)
SMILES	UTI89 phage lysis	XIAP antagonists	West Nile virus CPE	Yfh1-depleted yeast	Dengue-2 NS5 capping	WT yeast gro inh	WT yeast gro inh mutant strain	RSV CPE inhibition	SV40 large T antigen	CSM14.1 death rescue	others
CC12CCC(=O)N1C(C(=O)Nc1nc(-c3cc(F)ccc3F)cs1)CS2 (stereo not drawn)	1.2%[50 µM]	.	.	.	-10%	.	.	0.9%	21%	.
O=C(NCc1cccnc1)NC1CCCN1S(=O)(=O)c1ccc(Cl)cc1 (stereo not drawn)	1.9%	-3.6%	-0.1%	i	1%	2	-1	-0.8%	22%	3.0%
COCC(C)n1c(SCC(=O)Nc2oc(C)c3c(C)n[nH]c(=O)c23)nc2ccccc2c1=O (stereo not drawn)	0.1%	.	0.4%	.	1%	.	.	1.6%	8%	.
CCOC(=O)N1CCN(C(=O)c2ccc(SC)cc2OC)CC1	0.1%	-1.1%	-0.6%	i	-10%	-26	-13	3.2%	1%	2.4%
O=C(Nc1ccc(F)c(Cl)c1)NC1CC1	0.1%	2.1%	0.0%	i	-2%	12	6	2.0%	11%	1.2%
CCCCC(=O)Nc1cc2nn(-c3ccc(OC)cc3)nc2cc1C	4.3%	-5.5%	-0.1%	i	-2%	15	15	0.1%	8%	-0.5%
CCOc1cccc(NC(=O)c2cnccc2C(F)(F)F)c1	0.7%	.	-0.7%	.	3%	.	.	2.5%	18%	.
Cc1ccc2c(c1)c(C)c(C)n2CC(O)CN1CCOCC1 (stereo not drawn)	-0.3%	-2.0%	0.5%	i	3%	9	19	-1.1%	-1%	-0.5%
CSCCC(NC(=O)c1ccco1)C(=O)OCC(=O)Nc1sccc1C#N (stereo not drawn)	.	-7.6%	.	.	.	8	12	1.3%	21%	0.1%
COc1ccccc1/C=C/CN1CCC(Oc2cc(C(=O)NC3CC3)ccc2OC)CC1	-0.1%	.	-0.1%	.	-5%	.	.	-2.3%	-2%	.
COc1ccc(CCNS(=O)(=O)c2ccc(Br)s2)cc1	-0.3%	.	-0.6%	.	0%	.	.	0.7%	10%	.
Cc1ccc(C(=O)n2c(-c3ccccc3)cnc2SCC(=O)Nc2ccccc2)cc1	2.5%	-5.3%	-0.7%	i	-21%	21	-10	2.3%	3%	-1.5%
COc1ccc2c(c1)C(C)=CC(C)(C)N2S(=O)(=O)c1ccc(Br)cc1	1.0%	1.7%	-1.6%	i	-6%	47	1	4.8%	.	-1.5%
COc1cccc(C(=O)Nc2nc(C)cs2)c1	11%	-6.3%	0.1%	i	2%	-2	4	2.8%	-4%	-2.8%
O=C(/C=C/c1ccccc1)N1CCC(N2CCC(C(=O)N3CCOCC3)CC2)CC1	0.7%	-2.1%	0.3%	i	7%	6	3	-0.8%	2%	2.0%
CCOc1cccc2sc(N(CCCN(C)C)C(=O)c3ccc(S(=O)(=O)N(CC)Cc4ccccc4)cc3)nc12	0.1%	.	?	.	-3%	.	.	58%	0%	.
CC(C)c1ccc(/C=C/C(=O)O)cc1	0.2%	.	0.3%	i	-10%	.	.	2.4%	15%	.
CC(C(=O)Nc1cccnc1)N1C(=O)c2ccccc2C1=O (stereo not drawn)	3.6%	-2.3%	-0.3%	i	-5%	-9	-5	1.4%	7%	1.6%
CC1(C)Cc2c(sc3c2C(=O)N(c2ccccc2)C2=NCCCN23)CO1	5.0%	-1.3%	0.1%	i	-2%	7	17	0.2%	7%	-0.6%
Cc1nnc(SCC(=O)Nc2ccc3c(c2)OCO3)[nH]c1=O	3.7%	-1.2%	0.1%	i	-9%	6	4	1.4%	10%	0.4%
COc1ccc(NC(=O)Nc2cc(C)ccc2F)cc1	-0.4%	-2.1%	-0.3%	i	-19%	12	8	1.7%	2%	-1.4%
O=C(c1ccc(CNc2c(N3CCCC3)c(=O)c2=O)cc1)N1CCN(C2CCCCC2)CC1	-1.2%	-3.7%	.	.	-3%	-2	8	-0.7%	19%	-1.2%
CCOc1ccc(C(=O)NCC(=O)Nc2ccc(N3CCOCC3)cc2)cc1OCC	0.6%	-8.1%	0.4%	i	-10%	-1	11	-1.2%	29%	2.3%
O=C(c1cccs1)N1CCN(c2ccc(Cl)cc2)CC1	0.0%	.	-1.3%	.	2%	.	.	12%	9%	.	Dengue-2 NS5 capping pilot replicate=0.0
Cc1ccc(NC(=O)c2ccncc2)cc1S(=O)(=O)N(C)C	0.3%	-6.6%	-0.8%	i	3%	3	-1	1.3%	10%	-2.2%
COc1ccc(NC(=O)C2CC(=O)N/C(=N/N=C/c3ccco3)S2)cc1 (stereo not drawn)	.	.	1.3%	i	.	.	.	4.9%	9%	.
COc1cccc(NC(=O)CCC2CCN(C(=O)C3CC=CCC3)CC2)c1 (stereo not drawn)	-0.2%	.	0.1%	.	-6%	.	.	.	3%	.
Cc1cc(N2CCOCC2)nc2ccc(Cl)cc12	0.1%	.	-1.6%	.	-3%	.	.	9.7%	21%	.
N/C(CN1CCCC1=O)=N\O	1.1%	-0.9%	0.5%	i	-9%	14	20	0.9%	11%	-0.5%
N#Cc1ccc(OCC(O)CS(=O)(=O)c2ccc(F)cc2)cc1 (stereo not drawn)	0.0%	-11%	0.7%	i	-10%	-8	-8	2.9%	10%	-1.4%
CCCCn1c(=O)n(CC(=O)NCc2ccc(C)cc2)c(=O)c2c1nc(CO)n2CCC	0.1%	-1.7%	0.2%	i	4%	-31	-2	7.3%	2%	-1.7%
O=C1C=C(N2CCCCC2)C2(CCCCC2)O1	-0.1%	-12%	0.3%	i	-7%	-3	-6	1.8%	-1%	0.9%
